TRPC6 act – mouse TRPC6 channel activators, primary screen, cell-based, HEK293, membrane potential dye; Short transient receptor potential channel 6 (Mus musculus), Q61143; HEK293-TRPC6 membrane potential dye fluorescence; active compounds read high; B-score at 10 µM; actives 0.13% (n = 310,000); AID 2550, 2010;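 active means B-score of the integrated fluorescence ratio above library mean plus 3 SD, and starting fluorescence ratio within library mean plus 5 SD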;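 further: higher score means more depolarization so channel activation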
SKKanGAS inh – S. pyogenes SKKanGAS growth inhibitors in kanamycin, primary screen, streptokinase expression inhibitor project, SKKanGAS strain, BacTiter-Glo luminescence; actives 1.3% (n = 300,000); 6 h; inhibition, % at 7.5 µM;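 active means mean replicate score, as percent of positive control median, at least 50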;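 further: strain carries kanamycin resistance gene driven by streptokinase promoter and grows in 40 µg/ml kanamycin; loss of luminescence reflects streptokinase promoter inhibition or plain growth inhibition; 0% = median of DMSO wells and 100% = positive control at its reference dose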
MrgX1 antag – antagonists of human MrgX1 receptor, primary screen, HEK293 cells, Fluo-4 calcium flux. Mas-related G-protein coupled receptor member X1 (Homo sapiens), Q96LB2. BAM8-22 antagonism; active compounds read low. B-score at 10 µM. actives 1.3% (n = 310,000);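 active means calcium-response B-score plate-corrected more than 3 library SD below zero, starting fluorescence within 5 deviations, no agonist response on first addition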;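 further: peak minus trough fluorescence over baseline after final BAM8-22 challenge near maximal dose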
TRPC6 inh – mouse TRPC6 channel inhibitors, primary screen, cell-based, HEK293, membrane potential dye; Short transient receptor potential channel 6 (Mus musculus), Q61143; ACh-evoked depolarization; active compounds read low; B-score at 10 µM; actives 1.1% (n = 310,000);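 active means B-score under library mean minus 3 SD, initial fluorescence not abnormally high, positive integrated signal ratio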;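 further: B-score derived from integrated fluorescence ratio over the kinetic read; more negative B-score means stronger inhibition of depolarization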
HIF act – HIF pathway transcriptional activators, primary screen, cell-based, U2OS HRE-luciferase, luminescence. actives 0.32% (n = 300,000). activation, % at 7.5 µM (by protocol). U2OS HRE-luciferase reporter; normalized: DMSO 0%, desferrioxamine 100%;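 active means mean activation of at least 10% of the iron chelator positive control signal, with at least half of replicates also reaching 10%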
IEC-6 cytotox – cytotoxicity in IEC-6 intestinal epithelial cells, primary screen, cytotoxicity control for KLF5 inhibitor project, cell-based, luminescence; actives 0.78% (n = 290,000); inhibition, % at 5 µM; IEC-6 cytotoxicity, luminescence viability; in the data active means inhibition above about 22%;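 further: 0% = plate median of test compound wells and 100% = cytotoxic reference compound wells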
aSyn UTR inh – MLPCN primary screen, SNCA 5' untranslated region. alpha-synuclein 5'UTR reporter, inhibitor activity. inhibition, % (tested at 7.5 µM). actives 0.82% (n = 300,000). AID 1813, 2009; in the data active means inhibition above about 60%;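 further: H4 neuroglioblastoma cells stably carrying SNCA 5'UTR luciferase fusion; 0% = DMSO wells and 100% = positive control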
TRPC4 PAM – positive allosteric modulators of TRPC4, primary screen, cell-based, mouse TRPC4beta, HEK293 mu-opioid, Fluo-4 calcium; B-score at 10 µM; actives 0.42% (n = 310,000); DAMGO EC20, Fluo-4 Ca2+ flux; active compounds read high; Short transient receptor potential channel 4 (Mus musculus), Q9QUQ5;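 active means B-score of calcium response area above 5 SD of library B-scores, with initial fluorescence ratio within 5 SD of library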;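 further: B-score of integrated fluorescence ratio over time as area under calcium response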
Target sequence (Q9QUQ5 whole entry, looked up): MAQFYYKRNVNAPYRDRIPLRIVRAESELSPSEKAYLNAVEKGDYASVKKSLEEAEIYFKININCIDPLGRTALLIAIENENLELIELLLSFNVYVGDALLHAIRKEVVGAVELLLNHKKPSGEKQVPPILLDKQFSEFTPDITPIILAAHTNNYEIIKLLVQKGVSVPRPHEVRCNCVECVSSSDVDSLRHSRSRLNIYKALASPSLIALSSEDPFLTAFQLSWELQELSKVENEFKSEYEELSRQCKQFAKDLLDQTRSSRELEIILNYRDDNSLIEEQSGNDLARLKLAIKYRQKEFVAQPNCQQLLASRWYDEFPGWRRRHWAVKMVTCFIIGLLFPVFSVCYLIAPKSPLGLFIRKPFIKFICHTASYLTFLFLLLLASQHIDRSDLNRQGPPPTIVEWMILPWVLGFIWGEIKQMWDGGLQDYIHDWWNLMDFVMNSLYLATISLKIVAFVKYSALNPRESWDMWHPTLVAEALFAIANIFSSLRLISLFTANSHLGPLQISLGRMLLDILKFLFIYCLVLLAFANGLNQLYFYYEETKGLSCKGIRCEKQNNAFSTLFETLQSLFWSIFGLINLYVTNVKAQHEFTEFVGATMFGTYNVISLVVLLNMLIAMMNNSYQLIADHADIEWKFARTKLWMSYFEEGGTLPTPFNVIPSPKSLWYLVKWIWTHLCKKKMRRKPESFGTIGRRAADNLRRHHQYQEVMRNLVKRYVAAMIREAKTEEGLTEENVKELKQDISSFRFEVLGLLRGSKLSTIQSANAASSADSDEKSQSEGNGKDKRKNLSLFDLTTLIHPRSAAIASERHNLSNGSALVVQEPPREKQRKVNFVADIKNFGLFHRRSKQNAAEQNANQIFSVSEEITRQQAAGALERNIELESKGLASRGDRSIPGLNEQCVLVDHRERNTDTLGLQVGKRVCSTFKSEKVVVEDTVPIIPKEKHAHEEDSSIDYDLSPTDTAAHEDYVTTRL
KLF5 inh – KLF5 expression inhibitors, primary screen, DLD-1 cells, luminescence | DLD-1 KLF5 promoter-luciferase reporter | inhibition, % at 5 µM | actives 0.23% (n = 290,000) | AID 1700, 2009;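 active means inhibition above a per-plate limit of that plate's mean compound inhibition plus 3 SD, cut at about 60% in these data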;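 further: 0% = DMSO wells and 100% = LY294002 at 200 µM; higher means less KLF5 promoter-driven luciferase light; inactives centre near -14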
TRPC4 agonist – activators of mouse TRPC4 channel, primary screen, Fluo4 calcium, HEK293 TRPC4beta/mu-opioid cells | Short transient receptor potential channel 4 (Mus musculus), Q9QUQ5 | Fluo4 calcium fluorescence; active compounds read high | B-score at 10 µM | actives 0.49% (n = 310,000) | AID 2237, 2010;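 active means B-score above 5 SD of library B-scores, and initial fluorescence ratio not above library mean plus 5 SD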;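 further: positive B-score marks a calcium rise read as TRPC4 activation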
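System: HEK293 cells stably co-expressing mouse TRPC4beta and mu-opioid receptor; Schedule: Fluo4 dye loading 45 min at room temperature, 110 s recording; Detection: Fluo4 fluorescence, kinetic; Evaluation: B-scored integrated calcium fluorescence ratio; Controls: buffer (low) and maximal DAMGO (high).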
TRPC4 inh – inhibitors of mouse TRPC4 channel, primary screen, Fluo4 calcium, HEK293 TRPC4beta/mu-opioid cells; Short transient receptor potential channel 4 (Mus musculus), Q9QUQ5; DAMGO-evoked Fluo4 calcium flux; active compounds read low; B-score at 10 µM; actives 0.39% (n = 300,000); AID 2247, 2010;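 active means B-score over 3 SD under the library average, no early fluorescence shift, positive overall ratio signal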
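Test system – stable TRPC4beta/mu-opioid receptor HEK293 cells · Probe or stimulus – DAMGO, a submaximal dose followed by a maximal one · Dosing – one concentration per compound · Signal – Fluo4 calcium fluorescence by kinetic imaging, 5 s 1 Hz baseline · Evaluation – per-well B score of integrated baseline-normalized Fluo4 ratio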
* = called active by the depositor; i = inactive; / = no result given.

SMILES	TRPC6 act	SKKanGAS inh	MrgX1 antag	TRPC6 inh	HIF act	IEC-6 cytotox	aSyn UTR inh	TRPC4 PAM	KLF5 inh	TRPC4 agonist	TRPC4 inh
O=C(NNC(=O)C1CC1c1ccccc1)c1ccccc1[N+](=O)[O-] (stereo unspecified)	i	0	i	i	-0.7	0	-1	i	0	i	i
COc1ccc(C)cc1-n1nnnc1SCc1nc2ccccc2s1	i	12	i	i	4.2	12	-148	i	-6	i	i
CSc1cccc(NC(=O)CCc2ccccc2)c1	i	-7	i	i	0.7	5	-19	i	-18	i	i
Cn1c(C(=O)O)c(CC(=O)NCc2cccnc2)c2ccccc21	i	21	i	i	-44	-2	8	i	-21	i	i
CCCCn1nnnc1NCc1ccc(C)cc1	i	2	i	i	-7.3	-1	12	i	-39	i	i
Cc1ccc(-c2nnc(Nc3ccc4c(c3)OCO4)c3ccccc23)cc1S(=O)(=O)NCCO	i	9	i	i	-0.1	8	9	i	-14	i	i
COc1ccc2c(c1OC)C(=O)N1N=C(c3ccc(F)cc3)CC21 (stereo unspecified)	i	-9	i	i	-0.1	5	-11	i	-23	i	i
CC(C)(C)N=C1C([N+](=O)[O-])=CC=C2C1=NC1(CCCCC1)N2O	i	4	i	i	-0.3	-2	6	i	-4	i	i
CC(=O)Nc1ccc(S(=O)(=O)NC(CC(=O)NCCCN2CCOCC2)C(C)C)cc1 (stereo unspecified)	i	-5	i	i	0.8	-5	21	i	-8	i	i
CSCCC(NC(=O)COc1ccccc1)C(=O)N1CCN(c2ccccc2F)CC1 (stereo unspecified)	i	-6	i	i	-0.4	4	6	i	-5	i	i
CCOc1ccc(S(=O)(=O)NCCC(=O)OCC(=O)N2CC(=O)Nc3ccccc32)cc1	i	-8	i	i	0.4	0	-5	i	-1	i	i
N=C1SCC(=O)N1c1ccccc1Cl	i	-1	i	i	-0.9	-3	21	i	-48	i	i
Cc1nn(Cc2c(Cl)cccc2Cl)c(C)c1NC(=O)Cn1nc([N+](=O)[O-])c(Cl)c1C	i	0	i	i	-0.7	-3	33	i	-14	i	i
COc1cc2c(cc1OC)C(C)N(C(=O)c1c(C)noc1C)CC2 (stereo unspecified)	i	-2	i	i	0.7	6	-25	i	-10	i	i
C=C1C(=O)C=C[C@]2(C)C[C@@H]3OC(=O)[C@](C)(O)[C@H]3C[C@@H]12	i	6	i	i	8.7	/	i	i	/	i	i
Cc1ccc(CNC(=O)c2sccc2-n2cccc2)cc1	i	9	i	i	-0.2	0	3	i	-10	i	i
COc1ccccc1C1CCN(c2ccc([N+](=O)[O-])c(OC)c2)CC1	i	-5	i	i	2.6	-3	-75	i	0	i	i
COc1ccc(OC)c(C(=O)NC(CC(N)=O)c2ccc(NCc3ccc(F)c(F)c3)c([N+](=O)[O-])c2)c1 (stereo unspecified)	i	6	i	i	-0.3	6	-2	i	-5	i	i
C/C(=N\Nc1ccc(Cl)c(C(=O)O)c1)c1ccc(Br)s1	i	58*	i	i	0.7	4	-31	i	-115	i	i
CNc1oc(/C=C/c2ccccc2)nc1C#N	i	-17	i	i	2.4	4	-275	i	-138	i	i
CC1(C)CC(=O)C=C(NC2CCCCCCC2)C1	i	33	i	i	0.4	2	-1	i	11	i	i
CCOC(=O)c1cnc(SCC(=O)Nc2ccc(N3CCOCC3)c(Cl)c2)nc1N	i	0	i	i	-0.6	2	-15	i	-1	i	i
Cc1cccc(CC(=O)NCCS(=O)(=O)N2CCN(c3cccc(Cl)c3)CC2)c1	i	-6	i	i	0.0	/	-9	i	/	i	i
CCCOc1ccccc1NC(=O)c1ccc([N+](=O)[O-])cc1	i	5	i	i	0.0	-1	-24	i	-22	i	i
COc1ccnc2c1c(=O)n(Cc1cccc(Cl)c1)c(=O)n2C	i	1	i	i	0.0	2	31	i	-36	i	i
COC(=O)C1(C(O)C(=O)c2ccc(C)cc2C)CCCCC1 (stereo unspecified)	i	10	i	i	-0.1	2	-15	i	0	i	i
O=C(COC(=O)CCC(=O)c1cccs1)Nc1ncc(Cl)cc1Cl	i	1	i	i	0.0	-4	6	i	4	i	i
NS(=O)(=O)c1ccc(NC(=O)CSc2n[nH]c(=O)n2Cc2ccccc2)cc1	i	-4	i	i	0.8	2	24	i	-27	i	i
Cc1ccc(S(=O)(=O)Nc2ccsc2C#N)cc1	i	-1	i	i	0.6	5	-2	i	-15	i	i
Cc1ccc(C)c(NC(=O)CCc2nnc3ccc(N4CCCCC4)nn23)c1	i	1	i	i	0.0	1	-5	i	-34	i	i
Cc1ccc(S(=O)(=O)N2CCCCC2)cc1NC(=O)CNc1ccc(C(F)(F)F)cc1	i	1	i	i	-0.3	/	15	i	/	i	i
Cc1ccc(-n2c(C)nn(CC3CC3)c2=O)cc1	i	-1	i	i	0.1	-2	2	i	-30	i	i
COC(=O)N/N=C\c1ccc(OC/C=C/c2ccccc2)cc1	i	9	i	i	4.1	5	-95	i	-63	i	i
CC1=CC(C)(C)N2C(=O)C3(NCCc4c3[nH]c3ccccc43)c3cccc1c32 (stereo unspecified)	i	5	i	i	-1.1	6	34	i	25	i	i
CCCn1c2ccccc2c2cnn(CC(=O)NC3CCCC(C)C3C)c(=O)c21 (stereo unspecified)	i	1	i	i	13*	4	-15	i	-2	i	i
COc1ccc(CCN(C)C(=O)C23CC4CC(CC(Cl)(C4)C2)C3)cc1OC	i	1	i	i	0.3	1	-16	i	1	i	i
COc1ccccc1Oc1c(C)oc2c(CN3CCN(C)CC3)c(O)ccc2c1=O	i	-2	i	i	0.3	6	2	i	-22	i	i
Cc1cc(NC(=O)/C=C/C(=O)N(CC(=O)NC2CCCC2)c2ccc(F)cc2)no1	i	3	i	i	0.1	5	-6	i	-30	i	i
CCOc1ccc(-c2[nH]nc3c2C(c2ccc4c(c2)OCO4)C(C#N)=C(N)O3)cc1OC (stereo unspecified)	i	4	i	i	1.6	-1	-2	i	-45	i	i
Cc1cccc(-c2n[nH]c(=S)n2/N=C/c2ccc(C)s2)c1	i	4	i	i	-1.4	8	-6	i	-39	i	i
Cc1ccc(-c2noc(CN3CCN(c4ccccc4F)CC3)n2)cc1	i	-8	i	i	-0.4	0	0	i	-3	i	i
COc1ccccc1OCC(=O)NCC1CCCN(C(=O)c2ccccc2C(C)=O)C1 (stereo unspecified)	i	13	i	i	-0.3	-6	4	i	-22	i	i
OC(COCc1ccc(Cl)cc1)CN1CCCCC1 (stereo unspecified)	i	-1	i	i	2.0	-6	1	i	-19	i	i
CSc1ccc(CCNC(=O)CCc2nnc3ccc(N4CCCCC4)nn23)cc1	i	2	i	i	0.4	-2	4	i	-5	i	i
O=C(NCC(=O)N(c1cccc(F)c1)C(C(=O)NC1CCCC1)c1cccnc1)c1ccco1 (stereo unspecified)	i	-2	i	i	0.6	1	-22	i	-6	i	i
COc1cccc(C(=O)N2CCCC(c3nc(-c4cccs4)no3)C2)c1 (stereo unspecified)	i	3	i	i	0.4	9	-18	i	-37	i	i
Oc1ccc(N=Nc2cccc(C(F)(F)F)c2)cc1C=Nc1ccc(N2CCOCC2)cc1	i	5	i	i	0.4	5	-8	i	5	i	i
O=C(NNC(=O)c1csc(-c2cnccc2C(F)(F)F)n1)c1ccc(C(F)(F)F)cc1	i	0	i	i	0.2	1	6	i	22	i	i
CCOc1ccc(NC(=O)CSc2nc3[nH]ncc3c(=O)[nH]2)cc1	i	0	i	i	-6.0	/	-1	i	/	i	i
CCOC(=O)N1CCC(N(CCN(C)C)C(=S)Nc2cc(Cl)cc(Cl)c2)CC1	i	-9	i	i	0.2	-5	15	i	-23	i	i
CC1CCN(CCCn2c(=S)[nH]c3c(sc4ccccc43)c2=O)CC1	i	-9	i	i	1.8	-5	-60	i	-21	i	i
Cc1cc2nc(-c3ccc[nH]c3=O)n(Cc3cccc(F)c3)c2cc1C	i	6	i	i	0.7	4	-21	i	-11	i	i
O=C(NCC1CCCO1)c1sc2ccccc2c1Cl (stereo unspecified)	i	-2	i	i	0.9	-1	-106	i	-55	i	i
Cn1ccc(C(=O)OCC(=O)Nc2cccc3ccccc23)n1	i	-6	i	i	-0.4	-1	-7	i	4	i	i
O=C(OCC(=O)c1ccccc1Br)c1ccncc1	i	-3	i	i	-0.2	7	-18	i	-13	i	i
COc1ccc(OC)c(NC(=O)CCNS(=O)(=O)c2cccc3nonc23)c1	i	-1	i	i	-0.5	-4	-12	i	-32	i	i
Cc1ccc(Nc2nc(N)nc(CN3CCCCCC3)n2)c(C)c1	i	1	i	i	-0.2	-2	4	i	-17	i	i
O=C1OC(C(=O)NCc2ccccc2)Cc2ccccc21 (stereo unspecified)	i	3	i	i	/	-1	/	i	-10	i	i
CC1=C(C(=O)OC(C)C)C(c2cccs2)N2C(=O)C(C)SC2=N1 (stereo unspecified)	i	0	i	i	1.7	3	2	i	-9	i	i
Cc1ccc(C)c(N(CC(=O)NC(C)(C)C)C(=O)CNC(=O)c2cccs2)c1	i	-6	i	i	-0.4	-9	21	i	-17	i	i
Other entries follow.
SMILES	TRPC6 act	SKKanGAS inh	MrgX1 antag	TRPC6 inh	HIF act	IEC-6 cytotox	aSyn UTR inh	TRPC4 PAM	KLF5 inh	TRPC4 agonist	TRPC4 inh
CCCC1c2ccc(C)n2CCN1C(=O)Nc1ccc(F)cc1 (stereo unspecified)	i	3	i	i	1.3	-3	7	i	-13	i	i
CN(CC(=O)Nc1ccc(F)c(F)c1F)C(=O)Cc1ccc2c(c1)OCCO2	i	-7	i	i	0.2	-4	10	i	-41	i	i
CN(C)S(=O)(=O)N1CCC(Oc2ccc(C(=O)NC3Cc4ccccc4C3)cc2)CC1	i	1	i	i	1.3	-4	-65	i	-35	i	i
Nc1c(C(=O)NCCc2ccccc2)nnn1Cc1ccccc1	i	-7	i	i	1.2	-6	-75	i	4	i	i

Source: PubChem

An unsorted share of the library; overall some 5.8% were active at least once.
